# MRP-1 activ – MRP-1 activation. H69AR cells + doxorubicin, viability rescue, CellTiter-Glo. viability increase, % at 10 µM. 140,000 compounds, 0.61% hits;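 active means viability gain under doxorubicin at or above a set limit, the compound median plus 3 SD, cut at about 4.7% in these data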;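 further: MRP-1 overexpressing cells given doxorubicin 25 µM after compound pretreatment; 18-22 h compound pretreatment then 72 h with doxorubicin before readout; 0% = doxorubicin-only wells and 100% = vehicle-treated cells without doxorubicin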
# Measles CPE – protection of cells from measles virus; Measles virus-infected cells, CPE protection, absorbance; protection (pct of control), % at 4 µM; 140,000 compounds, 1.5% hits; AID 841; in the data active means protection mostly above about 24%, no sharp cut-off; inactive means mostly below about 26%; further: some compounds called inactive have numbers as strong as hits
# Phagocyt inh – blocks phagocytosis by macrophages; J774A.1 macrophage IgG-bead phagocytosis, imaging; 110,000 compounds, 0.07% hits; inhibition, % at 5 µM; AID 1029;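 active means inhibition above the mean of the plate negative controls plus 5 SD, cut at about 13% in these data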;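 further: phagocytic index as fraction of beads internalized from green versus red external bead signal; plate controls were DMSO negative control for no effect and cytochalasin-D positive control for full effect; some results beyond the cut were filed as inactive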
# GALR2 blocker – GALR2 (human) receptor antagonism | O43603 | GALR2-expressing cells, antagonist mode | inhibition, % at 4 µM | 140,000 compounds, 0.39% hits | AID 828; in the data active means inhibition above about 27%;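 further: cells stimulated with galanin 1-16 at roughly its EC80; 0% = agonist challenge control and 100% = basal control without agonist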
# Target sequence (O43603 whole entry, looked up): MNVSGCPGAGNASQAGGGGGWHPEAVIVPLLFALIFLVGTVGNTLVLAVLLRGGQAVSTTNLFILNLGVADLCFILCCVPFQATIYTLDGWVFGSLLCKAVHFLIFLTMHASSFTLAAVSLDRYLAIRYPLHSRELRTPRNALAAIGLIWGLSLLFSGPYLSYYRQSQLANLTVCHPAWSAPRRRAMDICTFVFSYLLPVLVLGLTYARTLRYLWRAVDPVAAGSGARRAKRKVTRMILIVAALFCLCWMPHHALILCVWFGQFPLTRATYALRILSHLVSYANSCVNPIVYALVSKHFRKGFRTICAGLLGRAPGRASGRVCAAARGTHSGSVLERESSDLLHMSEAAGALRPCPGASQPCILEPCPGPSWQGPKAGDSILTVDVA
# PTEN del growth – growth suppressors of cells with PTEN tumor suppressor deletion; AID 827; HCT116 PTEN-null viability, CellTiter-Glo, 60 h; active compounds read low; viability, % at 10 µM; 140,000 compounds, 1.2% hits;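 active means viability at or below a set limit, 4 SD under the median of all tested compounds, cut at about 3.7% in these data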;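 further: PTEN knockout HCT116 line with beta catenin targeted HCT116 as companion control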
# NPY Y2 blocker – NPY-Y2 (human) receptor antagonism; NPY-Y2 expressing cells, antagonist mode; inhibition, % at 2.7 µM; 140,000 compounds, 0.99% hits; AID 793; in the data active means inhibition above about 17%;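 further: 0% = vehicle with agonist challenge and 100% = reference antagonist with challenge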
# Target sequence (P49146 whole entry, looked up): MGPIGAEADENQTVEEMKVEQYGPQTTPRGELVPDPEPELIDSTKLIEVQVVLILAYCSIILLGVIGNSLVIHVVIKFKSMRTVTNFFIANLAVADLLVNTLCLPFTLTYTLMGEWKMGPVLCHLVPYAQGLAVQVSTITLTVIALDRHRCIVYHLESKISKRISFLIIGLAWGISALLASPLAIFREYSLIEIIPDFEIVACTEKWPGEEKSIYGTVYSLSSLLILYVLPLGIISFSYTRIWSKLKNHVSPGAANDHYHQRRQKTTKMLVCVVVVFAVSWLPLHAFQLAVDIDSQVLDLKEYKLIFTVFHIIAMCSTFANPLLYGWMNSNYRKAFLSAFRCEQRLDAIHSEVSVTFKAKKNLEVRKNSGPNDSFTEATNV
# Yeast growth inh – chemicals that inhibit yeast BB579 growth in restrictive medium (lifespan-shortening candidates). S. cerevisiae BB579 growth, OD615, 48 h. inhibition, % at 10 µM. 140,000 compounds, 0.51% hits. AID 804;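 active means inhibition above a set limit, 3 SD over the mean compound inhibition, cut at about 44% in these data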; further: inactives centre near -24
#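 System: DeaD yeast strain BB579; buffer or medium: CSMM-D dextrose restrictive medium; technique: OD at 615 nm; schedule: 4 h cell preincubation, 48 h compound exposure, 30 °C humidified; doses: single 10 µM dose; controls: amphotericin B 10 µg/mL, positive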
# HCT116 bCat-KO – beta-catenin-lacking colon tumor cell growth suppression; HCT116 beta-catenin knockout viability, CellTiter-Glo, 60 h; active compounds read low; viability, % at 10 µM; 140,000 compounds, 1.5% hits; AID 818;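 active means viability at or under a set limit, the compound median less 4 SD, cut at about 6% in these data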;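 further: 0% = Hyamine 1622 control at 20 µM and 100% = untreated cell control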
# E-sel TNF inh – blocks E-selectin expression induced by TNF alpha; HUVEC TNFa-induced E-selectin immunofluorescence, high content; 120,000 compounds, 0.71% hits; inhibition, % at 2 µM;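 active means inhibition above the batch mean plus 3 SD, and confirmed as a hit on visual image review, cut at about 43% in these data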;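 further: 0% = TNF-stimulated DMSO wells and 100% = unstimulated control wells; not every result past the cut was called active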
# Yeast lifespan up – yeast lifespan extension. S. cerevisiae growth with nicotinamide, OD615; deaD strain in restrictive glucose medium. inhibition of the nicotinamide effect, % at 10 µM. 130,000 compounds, 0.68% hits. AID 775;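 active means inhibition above a set limit, placed 3 SD over the median of all compounds, cut at about 26% in these data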;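 further: 0% = nicotinamide-treated wells and 100% = cells grown without nicotinamide; some compounds called inactive have numbers as strong as hits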
#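 System: DeaD-strain S. cerevisiae / Buffer or medium: CSMM-D, restrictive glucose (dextrose) synthetic minimal medium / Probe or stimulus: nicotinamide, 1.5 mM, co-present with compound / Compound: one concentration, 10 µM, DMSO 0.25% / Incubation: 48 h compound exposure at 30 °C, humidified / Technique: optical density (absorbance) at 615 nm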
# * hit, by the source's call; · = not tested or not shown. Rows were taken by chance, and some 6.1% of all compounds hit somewhere here.
SMILES,MRP-1 activ,Measles CPE,Phagocyt inh,GALR2 blocker,PTEN del growth,NPY Y2 blocker,Yeast growth inh,HCT116 bCat-KO,E-sel TNF inh,Yeast lifespan up
O=C(O)C1CCCCC1C(=O)NCCc1c[nH]c2ccccc12 (configuration not stated),-0.2,9,·,1,97,3,1,96,-32,-6
O=C(c1c(F)cccc1F)N(Cc1ccccn1)C1CC1,-1.3,12,2,2,98,2,-37,88,6,0
CC(=O)Nc1cc(NC(=O)CCCC(=O)O)ccc1Cl,-2.4,11,0,4,90,0,-8,97,·,-4
Cc1cc(N(C)C)cc(C)[n+]1[O-],1.9,8,-1,13,104,4,-14,103,·,-2
COC(=O)c1c(NC(=O)CSc2nnnn2-c2ccc3c(c2)OCO3)sc(C)c1C,-3.5,14,0,-10,85,2,-2,95,-21,-3
CC(NC(=O)c1ccco1)C(=O)OCc1cccc(Cl)c1 (configuration not stated),-1.4,15,2,-4,99,3,-41,89,-55,-14
COc1ccc(S(=O)(=O)N2CCOCC2)cc1N=Nc1sc(N)nc1-c1ccccc1,-2.9,4,·,6,90,-9,-15,88,-13,9
Clc1ccc(-c2ccc(C=Nc3ccc(N4CCOCC4)cc3)o2)cc1,0.2,12,-9,16,113,0,-28,102,·,-3
CCN(CCNS(=O)(=O)c1ccc2c(c1)oc(=O)n2C)c1ccccc1,-2.9,11,1,-1,88,5,4,95,-7,2
Cc1occc1C(=O)NN1C(=O)C2C3CCC(O3)C2C1=O (configuration not stated),-2.3,2,-5,8,104,2,-3,99,·,-4
N#C/C(=C\c1cn[nH]c1-c1ccccc1)C(=O)NC1CCCCCC1,4.5,16,·,-4,35,2,-27,43,-25,-8
CC(=O)c1sc2nc(-c3ccc(C)cc3)c3c(c2c1N)CCCC3,-0.8,21,·,6,61,0,-29,73,10,-1
O=C(Nc1ccc(O)c(-c2nc3ccccc3s2)c1)c1cccs1,-2.1,2,6,7,100,0,-8,91,27,2
Cc1ccc(S(=O)(=O)N/N=c2\sc3ccccc3n2C)cc1,1.2,10,-4,-11,106,7,-24,91,39,4
O=c1cc(-c2ccccc2)nc2nc(CCc3ccccc3)[nH]n12,-2.1,3,2,3,97,-3,-25,95,-8,-5
CC(C(=O)Nc1ncn[nH]1)N1C(=O)c2ccccc2C1=O (configuration not stated),-2.0,14,·,6,96,1,-19,109,3,·
CCOC(=O)c1c(N2C(=O)Nc3ccccc3N2O)sc2c1CCCCC2,-1.7,35,-6,-15,100,1,-24,96,11,16
Cc1cc2ncn(-c3ncnc4sc5c(c34)CCCC5)c2cc1C,-1.2,23,9,-5,87,2,-61,105,12,1
C=CCOc1cccc(/C=N/NC(=O)C(=O)NCc2ccco2)c1,-3.1,8,0,2,89,3,-41,80,-10,-12
Cc1ccc(C(=O)COc2ccccc2N2C(=O)c3ccccc3C2=O)cc1,1.9,·,-10,11,92,0,-20,92,·,1
C/C(=N\OC(=O)NC(C)C)c1sc(-c2ccc(Cl)cc2)nc1C,-1.3,3,·,-12,50,4,-8,53,-5,-11
COc1cc(C2/C(=C(\O)c3ccc4c(c3)CC(C)O4)C(=O)C(=O)N2Cc2ccco2)ccc1O (configuration not stated),-2.6,6,-5,-7,91,0,-16,78,7,3
COn1c(SCC(=O)N(C)C)nc2ccccc2c1=O,-0.1,14,0,0,99,1,12,105,-22,-13
O=C(NNS(=O)(=O)c1ccc(Br)cc1)c1ccncc1,0.1,11,·,0,109,2,-48,108,-18,5
O=C(CSc1nc2ccccc2c(=O)n1-c1ccc(F)cc1)Nc1ccc(N2CCOCC2)cc1,-3.7,11,-22,-13,15,2,-38,12,9,3
CCCNc1cc(C)c(C#N)c2nc3ccccc3n12,-3.2,21,·,-9,87,1,-45,88,-7,·
CCN(CC)CCCC1(CN)OCCc2ccccc21 (configuration not stated),-2.0,4,-1,-2,101,4,-11,97,24,-1
CCOC(=O)c1[nH]c2ccccc2c1NC(=O)c1ccc(S(=O)(=O)N2CCCC2)cc1,-4.5,21*,·,-3,90,0,-27,87,-12,1
CCc1ccccc1NC(=S)NCc1cccn1C,-1.8,0,-5,6,90,2,-40,96,6,21
CCOC(=O)c1c(NS(=O)(=O)c2ccc(Br)cc2)sc2c1CCC2,-4.5,9,·,-6,80,-1,-56,79,-9,·
COCCn1c(C)cc(C(=O)CSc2n[nH]c(N)n2)c1C,-2.7,3,3,7,82,1,-19,89,-4,-25
CCOc1ccc2nc(SCc3ccc(F)cc3)sc2c1,2.3,15,-6,-14,104,2,-24,88,·,-3
Cn1c(=O)c2c(n(Cc3ccccc3)c1=O)NC(=O)C2CC(=O)NCc1cccc(Cl)c1 (configuration not stated),-3.0,14,-1,5,69,3,-21,76,-30,-14
O=C(Nc1ccccc1Cl)NC1(C(=O)N2CCCCC2)CCCCC1,0.2,21,·,9,101,2,9,85,17,·
O=C1NCC(COCc2ccccc2)O1 (configuration not stated),0.2,0,-1,8,118,-1,4,98,-13,-12
CC(=O)c1ccc(N2CCN(C(=O)C3(S(=O)(=O)c4ccc(Cl)cc4)CC3)CC2)cc1,-2.8,12,5,-16,82,2,-13,81,0,-12
COC(=O)c1ccc(OCCOc2ccccc2)cc1,-1.6,14,0,-3,90,12,-25,107,17,-18
Cc1nnc(SCC(=O)Nc2ccc(Oc3ccccc3)cc2)n1N,-5.0,4,-3,-2,85,4,-29,86,·,-8
O=C(NC(=S)Nc1ccc(N2CCOCC2)cc1)c1cccc(Cl)c1,-1.6,18,1,4,95,2,-22,89,·,-5
O=C(Cn1c2c(sc1=O)C1c3ccccc3OCC1CS2)Nc1ccc(Cl)cc1 (configuration not stated),-0.6,28,·,2,30,2,-59,40,16,0

# Limited to PTEN del growth, MRP-1 activ and NPY Y2 blocker (3 entries from above):
compound	PTEN del growth	MRP-1 activ	NPY Y2 blocker
COCCn1c(C)cc(C(=O)CSc2n[nH]c(N)n2)c1C	82	-2.7	1
CCOc1ccc2nc(SCc3ccc(F)cc3)sc2c1	104	2.3	2
Cn1c(=O)c2c(n(Cc3ccccc3)c1=O)NC(=O)C2CC(=O)NCc1cccc(Cl)c1 (configuration not stated)	69	-3.0	3

# The listing continues:
SMILES,MRP-1 activ,Measles CPE,Phagocyt inh,GALR2 blocker,PTEN del growth,NPY Y2 blocker,Yeast growth inh,HCT116 bCat-KO,E-sel TNF inh,Yeast lifespan up
CN1CCN(CC(=O)n2c3c(c4ccccc42)CCCC3)CC1,-3.0,5,-1,-7,92,9,3,92,14,-6
O=C(Nc1ccccc1C(F)(F)F)c1cc(-c2ccccc2O)on1,-3.7,15,·,-1,83,0,-16,75,-15,-4
Cc1ccccc1C(=O)OCCCN=C1NS(=O)(=O)c2ccccc21,-1.1,2,·,-6,81,-2,8,82,-31,·
COc1ccc(OC)c(C(C)NC=O)c1 (configuration not stated),-1.3,5,-5,-16,102,2,-47,97,7,5
O=C(Cc1ccc(Cl)cc1Cl)Nc1cccc(S(=O)(=O)Nc2ccccc2F)c1,-4.9,14,-2,13,86,1,2,91,21,15
CC1=C(C(=O)Nc2ccccc2)C(c2ccncc2)C(C#N)=C(SCC(=O)Nc2ccccc2)N1 (configuration not stated),-0.9,8,0,-3,93,1,-69,87,-1,1
COc1ccc(S(=O)(=O)N2CCCC(C(=O)N3CCN(C)CC3)C2)cc1C (configuration not stated),-0.9,7,-1,-5,65,3,-12,57,-15,-8
Cc1sc(Nc2ccc([N+](=O)[O-])cc2)nc1-c1c(C)n(C)n(-c2ccccc2)c1=O,0.8,5,1,11,98,2,-63,84,-49,-11
CC(=O)Nc1cccc(/C(C)=N/NC(=O)c2c(-c3ccccc3Cl)noc2C)c1,-2.8,8,-3,-3,56,1,-38,55,7,1
Cc1cnn(C(=O)c2ccccc2Br)c1,-0.7,3,-3,5,97,3,-34,89,-21,-11

# An excerpt from above in order of the NPY Y2 blocker value, lowest first.
structure | NPY Y2 blocker
Cc1ccccc1C(=O)OCCCN=C1NS(=O)(=O)c2ccccc21 | -2
Cc1cnn(C(=O)c2ccccc2Br)c1 | 3
CN1CCN(CC(=O)n2c3c(c4ccccc42)CCCC3)CC1 | 9

# Next records follow.
SMILES,MRP-1 activ,Measles CPE,Phagocyt inh,GALR2 blocker,PTEN del growth,NPY Y2 blocker,Yeast growth inh,HCT116 bCat-KO,E-sel TNF inh,Yeast lifespan up
Cc1cccc(NC(NC(=O)c2ccccc2[N+](=O)[O-])C(Cl)(Cl)Cl)c1 (configuration not stated),-0.7,4,-11,2,79,1,-31,79,-14,13
Cc1c(C(=O)O)oc2c1/C(=N\O)CCC2,-0.8,8,-5,5,97,0,-16,102,·,-2
O=C(Cc1cccs1)NNC(=S)NCc1ccc(Cl)cc1,-3.4,4,-3,18,94,5,-46,99,-55,-14
Nc1c(C(=O)NCCN2CCOCC2)c2nc3ccccc3nc2n1-c1ccccc1,-1.9,4,4,1,75,3,-8,78,-22,-11
O=S(=O)(NCCc1ccccc1)c1ccc(S(=O)(=O)N2CCCCC2)cc1,-4.2,11,-1,3,100,3,-21,91,4,-6
COc1ccccc1NC(=O)C(Cc1ccc(Cl)cc1)c1nn[nH]n1 (configuration not stated),-0.5,3,·,3,88,8,-38,96,-16,-10
Cc1ccc(S(=O)(=O)N2CCN(c3nc(C)nc4sc5c(c34)CCC(C)C5)CC2)cc1 (configuration not stated),-1.2,9,·,0,65,-1,-59,87,·,-4
CCCCNC(=O)CSc1nc2cc(OC)c(OC)cc2c(=O)n1Cc1ccc(OC)cc1,-5.7,3,·,1,0.6*,2,-11,1.3*,-12,-25
O=C(Cn1c(NCCO)nc2ccccc21)c1cccs1,-2.4,7,0,-3,87,-1,-29,93,12,-10
COc1ccc(-c2oc(NC(=O)c3ccc(C)cc3)c(C#N)c2-c2ccc(OC)cc2)cc1,-1.5,10,-1,-11,89,3,-50,93,6,-6
O=C(CSc1nc(C2CC2)nc2sc3c(c12)CCCC3)NCc1ccco1,-1.0,2,-1,-5,82,11,-45,87,-25,-3
Clc1ccc(-c2nc(Cc3ccccc3)no2)cc1,0.1,12,·,-15,85,5,-21,93,1,-24
Cc1nn(CC(=O)NCCc2ccc(Cl)cc2)c(C)c1[N+](=O)[O-],0.6,0,0,0,86,6,-37,87,-50,-13
O=C(CSc1nnc(SCc2ccccc2)s1)NNC(=S)Nc1ccccc1,-1.3,6,-5,4,85,9,-34,93,8,1
CCCc1cc(=O)[nH]c(SCC(=O)Nc2cc3c(cc2C(C)=O)OCO3)n1,-3.4,3,3,6,104,14,-24,99,-37,-8
CCCCCNC(=O)C(C#N)c1nc2ccccc2nc1N1CCCC1 (configuration not stated),-2.5,5,-2,2,87,1,-19,95,-24,-17
COc1ccc2nc(N3CCCC(C(=O)NCCCN4CCN(C)CC4)C3)sc2c1 (configuration not stated),-1.2,3,2,2,105,-1,-26,106,-6,-15
CC(/C=N/NC(=O)c1ccc(CN2c3cccc4cccc(c34)S2(=O)=O)cc1)c1ccccc1 (configuration not stated),-1.7,11,-5,-4,90,1,-43,90,8,-5
C=CCn1c(SCc2ccc(OC)cc2)nnc1-c1cccnc1,-2.9,5,0,-15,78,3,-45,86,15,-29
